tim10-1 inh: growth inhibitors of tim10-1 mutant yeast, primary screen, luminescence, uHTS; S. cerevisiae tim10-1 ts strain growth, BacTiter-Glo, 24 h; inhibition, % at 20 µM; hit rate 2.2% among 330,000; AID 463190, 2010;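 active means inhibition of at least 40%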;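 further: mutant grown at 25 °C; 0% = DMSO wells with yeast and 100% = wells holding no yeast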
TIM10 inh: growth inhibitors of isogenic TIM10 control yeast, primary screen, counter-screen for tim10-1 yeast inhibitor project, luminescence, uHTS; S. cerevisiae TIM10 strain growth, BacTiter-Glo luminescence, 24 h; inhibition, % at 10 µM; hit rate 1.4% among 330,000;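 active means inhibition of 40% or more at the single tested concentration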;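 further: wild-type TIM10 isogenic control strain grown at permissive 25 °C; 0% = DMSO yeast wells and 100% = minimal medium wells without yeast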
tim23-1 inh: growth inhibitors of tim23-1 mutant yeast, primary screen, luminescence, uHTS | AID 463212, 2010 | hit rate 1.3% among 330,000 | S. cerevisiae tim23-1 growth, BacTiter-Glo luminescence, 24 h | inhibition, % at 20 µM;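 active means growth inhibition of the mutant yeast at or above 50%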;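 further: temperature-sensitive mutant grown at 25 °C; plate controls were DMSO-treated mutant yeast for no effect and medium wells lacking yeast for full effect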
APJ ag: agonists of human apelin receptor APJ, primary screen, CHO-K1 cells, PathHunter beta-arrestin, luminescence; P35414; activation, % at 20 µM; hit rate 0.11% among 330,000; 0% DMSO wells, 100% apelin; AID 2520, 2010;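 active means activation more than six SD over the plate average, tested at 20 µM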;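 further: 0% = DMSO alone and 100% = apelin-13 at 10 nM; some results filed as inactive read as strong as hits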
Target sequence (P35414 whole entry, looked up): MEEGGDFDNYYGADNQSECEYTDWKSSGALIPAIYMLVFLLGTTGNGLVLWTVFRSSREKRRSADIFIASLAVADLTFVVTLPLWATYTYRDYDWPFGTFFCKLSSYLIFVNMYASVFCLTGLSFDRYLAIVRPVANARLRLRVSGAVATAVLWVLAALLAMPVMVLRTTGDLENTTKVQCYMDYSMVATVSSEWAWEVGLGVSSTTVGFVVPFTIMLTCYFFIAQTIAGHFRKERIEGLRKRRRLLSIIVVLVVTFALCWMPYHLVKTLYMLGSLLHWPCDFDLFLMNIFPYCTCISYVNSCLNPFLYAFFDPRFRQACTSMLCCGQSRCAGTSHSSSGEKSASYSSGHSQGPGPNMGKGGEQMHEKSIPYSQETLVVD
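Material: CHO-K1 APJ beta-arrestin complementation cell line; Input: cell density 1000 per well; Incubation: compound stimulation 90 min at 25 °C, detection 60 min; Signal: luminescence from split beta-galactosidase complementation, Galacton Star/Emerald II substrate; Controls: DMSO-only wells as negative, 10 nM Apelin-13 as positive control.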
MPTP block: mitochondrial permeability transition pore inhibitors, primary screen, biochemical, isolated mouse mitochondria, absorbance | inhibition, % at 10 µM | hit rate 1.4% among 360,000 | Ca2+ swelling absorbance, 30 min | AID 602449, 2012;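 active means inhibition of 50% or more, scaled per plate between neutral and stimulator controls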;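 further: 0% = DMSO wells given calcium and 100% = 1 mM EGTA wells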
GRIN3A LBD mod: binders of NR3A ligand-binding domain, primary screen, biophysical, differential scanning fluorimetry, uHTS; NR3A LBD differential scanning fluorimetry, Tm shift; 0% = protein alone, 100% = glycine-bound protein; hit rate 2.5% among 340,000; Glutamate receptor ionotropic, NMDA 3A (GRIN3A) ligand-binding domain; Tm shift relative to glycine control, % at 25 µM; AID 1259313, 2017;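 active means melting temperature shift of at least 10% of the positive control shift, at one fixed dose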
NLRP3 yeast inh: NALP3 inflammasome inhibitors in reconstituted yeast, primary screen, luminescence, uHTS; Yeast reconstituted NLRP3/ASC/caspase-1, beta-gal luminescence, 24 h; inhibition, % at 10 µM; hit rate 0.39% among 330,000;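 active means inhibition of 50% or more; inactive means inhibition below 50%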;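 further: plate controls were induced DMSO wells for no effect and uninduced yeast grown without galactose for full effect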
beta cell repl: inducers of MIN6 beta-cell proliferation, primary screen, ATP luminescence, uHTS. AID 2380, 2010. MIN6 cells proliferation, ATPlite luminescence, 48 h; cells starved in 0.2% serum; 100% = growth in 10% serum. proliferation, % at 10 µM. hit rate 0.29% among 330,000;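 active means compounds whose signal lies at least 3.5 SD above the mean of all wells on their plate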;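 further: 0% = DMSO-treated cells in low-serum medium and 100% = 10% serum control; some compounds called inactive have numbers as strong as hits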
APJ antag: antagonists of human apelin receptor APJ, primary screen, CHO-K1 cells, beta-arrestin complementation, luminescence; P35414; inhibition, % at 20 µM; hit rate 0.32% among 330,000;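 active means inhibition above about 40% at 20 µM, limit read from the data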;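 further: cells challenged with 10 nM apelin-13 agonist together with compound; plate controls were apelin-13 plus DMSO wells for no effect and DMSO wells lacking apelin-13 for full effect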
An asterisk follows results filed as active; nt = not tested or not shown.

SMILES	tim10-1 inh	TIM10 inh	tim23-1 inh	APJ ag	MPTP block	GRIN3A LBD mod	NLRP3 yeast inh	beta cell repl	APJ antag
O=C(O)c1ccccc1NC(=S)NC(NC(=O)c1ccccc1[N+](=O)[O-])C(Cl)(Cl)Cl (stereo unspecified)	17	3	8	-8	0.5	-1	2	1	18
O=C(O)C1CCCNC1 (stereo unspecified)	-7	3	1	-2	-0.6	1	13	-3	14
COc1ccc(C(=O)NC(=S)Nc2ccccc2N2CCOCC2)cc1[N+](=O)[O-]	6	2	-1	-6	0.1	-5	10	1	32
N#Cc1ccc(COC(=O)c2ccc(N3CCCC3)c([N+](=O)[O-])c2)cc1	33	32	23	-4	1.6	0	37	-4	-5
O=C1OCCN1C(=O)[C@H]1[C@H](c2ccc([N+](=O)[O-])cc2)C(c2ccc(F)cc2)=NN1c1ccc(Br)cc1	22	14	36	nt	1.7	13*	nt	nt	nt
CCOc1ccc(N2CC(C(=O)NCc3ccccc3)CC2=O)cc1 (stereo unspecified)	13	-15	13	-1	0.6	4	-1	-1	8
CC1=C(C(=O)Nc2cccc(C(=O)NC(C)C)c2)SCCO1	5	-20	4	2	-0.8	1	0	-3	-7
Cc1nnc(SCCC(=O)Nc2ccccc2Cl)o1	7	-4	6	0	-1.2	0	12	0	-36
CN(CC(=O)NCC1CCCCC1)S(=O)(=O)c1ccc(Cl)cc1	3	-13	21	-2	-0.5	-1	8	-1	-4
O=C(NC(=S)NC1CCS(=O)(=O)C1)c1cccc([N+](=O)[O-])c1 (stereo unspecified)	-7	-6	-5	-5	-0.7	-2	2	3	-41
Fc1ccccc1NC(=S)N/N=C/c1ccccc1Br	38	33	14	-6	2.3	-16	4	2	21
COc1ccc(NS(=O)(=O)c2cccc(C(=O)NCC(c3ccccc3)N(C)C)c2)cc1 (stereo unspecified)	-51	-31	-89	0	-0.6	0	25	-1	-3
CNC(=O)/C(C#N)=C/c1c(N2CCN(c3cccc(Cl)c3)CC2)nc2c(C)cccn2c1=O	25	14	35	-5	0.0	0	0	-6	-8
C=CCn1c(=O)c(C(=O)NCCN(CC)CC)c(O)c2ccccc21	1	-4	14	-1	2.7	0	7	0	2
CCN1CCN(C(=O)CSc2cc(=O)n(CC)c3ccccc23)CC1	-2	-14	1	1	0.9	2	20	2	5
CCOC(=O)N1CCC(N(CCOC)C(=S)Nc2cccc(SC)c2)CC1	22	21	10	-1	-0.3	-1	5	-1	-2
CC(=O)OCCCCON1C(=O)c2ccccc2C1=O	2	-1	7	0	-5.3	4	-6	1	5
Cc1nn(C)cc1/C=N\NC(=O)c1ccc(Cn2cc(Cl)cn2)cc1	9	10	5	-1	-3.6	-2	9	-2	7
COc1ccccc1NCC(=O)NC(=O)NC1CCCCC1	11	3	13	-2	-1.2	-1	22	0	5
O=[N+]([O-])c1ccc(OCCCn2cncn2)cc1	-6	-2	9	-2	0.0	1	14	-1	19
CCN(C(=O)COC(=O)C1CCN(S(=O)(=O)c2ccc3c(c2)OCCO3)CC1)C1CCS(=O)(=O)C1 (stereo unspecified)	0	9	22	7	2.4	1	6	1	12
CSCC[C@H](NC(=O)C1=NN(c2c(F)c(F)cc(F)c2F)C(=O)CC1)c1nc2ccccc2[nH]1	-9	2	-2	-1	1.2	0	-4	-1	-21
Cc1ccc(Cl)cc1NC(=O)C1CC1c1ccccc1 (stereo unspecified)	16	-7	13	-2	1.1	0	7	0	-3
N#Cc1ccccc1OCC(=O)NCC(c1cccs1)N1CCOCC1 (stereo unspecified)	14	5	20	3	1.9	2	-1	-1	-15
O=C(NC1CCCc2c1cnn2-c1ccc(F)cc1F)c1ccccc1N1CCOCC1 (stereo unspecified)	7	-27	-4	0	0.6	0	12	0	6
Nc1c(Cl)cc(-c2csc(N3CCCC3c3nc4cc(Cl)c(N5CCCCC5)cc4n3CCOCCO)n2)cc1Cl (stereo unspecified)	-13	-68	-7	4	0.9	-2	11	-3	33
Cc1ccc(-c2nc(CS(=O)(=O)CC(=O)NC3CCCCC3C)c(C)o2)cc1 (stereo unspecified)	27	1	9	0	-1.8	-2	20	-1	16
Nc1ccc(Sc2nc3ccccc3[nH]2)cc1	2	8	-1	-3	-1.4	0	9	-1	-8
CCCc1cc(=O)n2[nH]c(SCc3ccc(Cl)cc3)nc2n1	-2	8	10	-4	-0.1	3	8	-1	14
Cc1ccc([N+](=O)[O-])c(C)[n+]1C	8	-4	-3	-2	-2.6	0	10	-3	3
N#Cc1ccsc1NC(=O)c1ccc(Cl)c([N+](=O)[O-])c1	7	9	10	0	82*	4	78*	-7	-13
CCN(CC)C(=O)Cn1c(=O)n(CCCCCC(=O)Nc2ccccc2)c(=O)c2sccc21	-12	7	-7	-5	2.7	-1	-5	-1	13
COc1ccccc1C(c1nnnn1CC1CCCO1)N1CCN(c2ccccc2)CC1 (stereo unspecified)	29	27	31	-3	-0.3	0	17	-1	13
COC(=O)c1ccc(C2/C(=C(/O)c3ccc4c(c3)CC(C)O4)C(=O)C(=O)N2CCN2CCOCC2)cc1 (stereo unspecified)	-1	2	10	-3	0.2	3	13	1	11
Cc1ccnc(NC(=O)CCC2COc3ccccc3O2)c1 (stereo unspecified)	22	3	24	-2	0.2	0	13	-1	1
COc1cc(NS(=O)(=O)c2ccc(NS(=O)(=O)c3ccc(NC(C)=O)cc3)cc2)nc(OC)n1	-5	7	9	-2	0.3	0	-5	0	10
COc1ccc(/C(CC2(O)C(=O)Nc3ccccc32)=N\O)cc1 (stereo unspecified)	11	2	4	-3	0.7	1	4	-3	-22
CN(C)c1nc(NCc2ccccc2)nc(N/N=C/c2cccc(Br)c2)n1	15	3	21	0	0.0	-6	20	-4	16
CC12CN3CC(C)(CN(C1)C3c1ccc(Cl)cc1)C2 (stereo unspecified)	-14	6	-5	-4	1.2	-2	23	0	15
COc1ccccc1NC(=O)CSc1nc(N)c(-c2ccccc2)c(=O)[nH]1	-28	-38	1	0	-3.4	1	-3	-3	17

Random excerpt: 5 entries already listed, in no set order.
SMILES	tim10-1 inh	TIM10 inh	tim23-1 inh	APJ ag	MPTP block	GRIN3A LBD mod	NLRP3 yeast inh	beta cell repl	APJ antag
CC12CN3CC(C)(CN(C1)C3c1ccc(Cl)cc1)C2 (stereo unspecified)	-14	6	-5	-4	1.2	-2	23	0	15
COc1ccc(/C(CC2(O)C(=O)Nc3ccccc32)=N\O)cc1 (stereo unspecified)	11	2	4	-3	0.7	1	4	-3	-22
N#Cc1ccsc1NC(=O)c1ccc(Cl)c([N+](=O)[O-])c1	7	9	10	0	82*	4	78*	-7	-13
COc1ccccc1NC(=O)CSc1nc(N)c(-c2ccccc2)c(=O)[nH]1	-28	-38	1	0	-3.4	1	-3	-3	17
CN(C)c1nc(NCc2ccccc2)nc(N/N=C/c2cccc(Br)c2)n1	15	3	21	0	0.0	-6	20	-4	16

New compounds follow
SMILES	tim10-1 inh	TIM10 inh	tim23-1 inh	APJ ag	MPTP block	GRIN3A LBD mod	NLRP3 yeast inh	beta cell repl	APJ antag
O=C(O)c1ccccc1Nc1ccccc1	11	6	13	10	-0.9	2	-2	3	4
CC1(C)OC(=O)N(c2ccccc2)C12C=Cc1cc(Br)ccc1O2 (stereo unspecified)	29	29	42	-2	5.7	-3	28	-6	-9
Cc1cc2nncn2c2ccccc12	12	-10	-1	-5	-0.4	-1	8	0	-10
O=C(c1ccc(S(=O)(=O)N2CCOCC2)cc1)N1CCCc2ccccc21	21	5	18	-5	2.3	1	7	-3	8
O=C(COC(=O)c1ccc(S(=O)(=O)N2CCCC2)cc1)NCc1ccco1	-1	8	10	-4	2.4	2	14	0	-12
COC(=O)CCNC(=O)c1ccc2nc(Cc3ccc(OC)c(OC)c3)oc2c1	15	-7	9	-1	-0.6	3	5	-2	17
Cc1nc2cc(C(=O)NCc3cccnc3)ccc2n1-c1ccc(F)cc1F	0	-8	13	-3	1.1	0	16	1	-8
COc1ccc(S(=O)(=O)N2CCCC(C(=O)N3CCOCC3)C2)cc1OC (stereo unspecified)	0	2	7	-2	-0.4	1	13	-2	6
CCCCCOC(=O)C1=C(C)Nc2nnnn2C1c1ccc(OC)c(OC)c1OC (stereo unspecified)	32	24	32	4	1.1	-1	22	-2	-9
Cn1c(COc2ccccc2)nnc1SCC(=O)c1cccc([N+](=O)[O-])c1	12	25	21	-4	2.1	2	13	-3	5
Cc1ccc(-n2c([S-])c(C(=O)Nc3ccc(OC(F)F)cc3)[n+]3ccc(C(=O)NCCO)cc23)cc1C	-12	-18	8	-4	-0.9	6	5	-2	1
CC(C)c1ccc(CN2CCSCC2)cc1	-30	-36	-11	-2	-0.8	-2	12	-2	13
CC(C)n1nnnc1SCC(=O)Nc1ccc2c(c1)OCO2	7	1	4	0	0.4	-2	-9	-1	13
O=c1[nH]c(S)c(/C=C2\C=Nc3ccccc32)s1	21	21	22	-9	-0.6	34*	30	-4	27
CC(=O)N1CCC(N2CCN(Cc3ccc(C)cc3)C(CCO)C2)CC1 (stereo unspecified)	3	-2	4	0	0.1	-1	-10	0	9
Cc1cccc(NC(=O)CN2C(=O)N/C(=C/c3ccc(C)s3)C2=O)c1	22	1	-2	-1	1.0	-15	5	0	4
C=CCNC(=O)C1CC(=O)N(c2ccc(Br)cc2)C1 (stereo unspecified)	-11	-21	-3	-5	-1.8	-3	10	-1	-5
CC(=O)C(Sc1ccc2nnc(-c3cccnc3)n2n1)C(C)=O	9	7	5	-1	0.2	-1	-3	-5	10
COc1ccccc1N(CC(=O)NC1CCCCC1)S(=O)(=O)c1cccs1	21	5	25	-3	1.7	1	-8	3	1
Brc1ccccc1-n1nnc(-c2ccnc3ccccc23)n1	12	19	26	4	2.7	-5	25	-6	-5
COc1cc(CNCCNC(=O)c2cccs2)cc(OC)c1OC	3	19	4	-5	-1.1	-1	6	3	-18
COc1cccc(/C=C/C(=O)OCC(=O)N2CCN(c3ccccc3)CC2)c1	17	9	31	-4	1.0	0	-1	-3	18
CCCc1[nH]nc2c1C(c1cccc(OC)c1)C(C#N)=C(N)O2 (stereo unspecified)	19	4	19	5	-3.1	-1	9	2	-10
C[C@H](CO)N1C[C@H](C)[C@@H](CN(C)Cc2ccc(Cl)c(Cl)c2)Oc2ccc(NC(=O)Cn3cnnn3)cc2C1=O	-8	1	1	-2	1.6	-18	8	-2	2
O=C(CSc1nc(-c2ccccc2)c(-c2ccccc2)o1)Nc1nncs1	2	-6	-2	-2	-9.6	-8	15	-3	12
CCCn1nnnc1NCc1ccc(C(C)C)cc1	10	16	31	-4	1.2	-2	13	-2	-3
Cc1cc(C)cc(OCc2ccc(C(=O)NC3CCOC3=O)o2)c1 (stereo unspecified)	4	-10	-1	-1	0.3	2	3	-4	-5
Cc1ccc(C(=O)OCC(=O)N2CC(C)CC(C)C2)cc1S(=O)(=O)N1CCCCC1 (stereo unspecified)	11	0	14	-5	0.2	-2	-19	-2	18
COc1ccc(OCc2cc(C(=O)O)c(C)o2)cc1	-5	-21	4	-3	nt	nt	5	2	-28
CN(Cc1cnccn1)Cc1nc(Cc2ccccc2Cl)no1	21	17	-14	-2	-1.7	-1	-4	-1	18
C=C(C)Cn1c(SCC(=O)O)nc2c1c(=O)[nH]c(=O)n2C	11	1	6	-5	-1.2	2	1	-3	10
